High-throughput results: PubChem, several laboratories
CAL PDZ FP-1 = untagged CAL PDZ binding inhibitors, primary screen, biochemical, fluorescence polarization, HTS; inhibition, % at 24.9 µM; 300,000 tested, 0.92% active; AID 602252, 2012; purified CAL PDZ, TMR-peptide fluorescence polarization, 1 h;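 active = mean inhibition of at least 30% with at least half of replicates also reaching 30%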;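 note: 0% = DMSO neutral control and 100% = excess unlabeled competitor peptide PRC23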
Keap1 Nrf2 FP = Keap1-Nrf2 protein-protein interaction inhibitors, primary screen, biochemical, fluorescence polarization, single point; Kelch-like ECH-associated protein 1 (Homo sapiens), Q14145; Keap1 Kelch-Nrf2 peptide fluorescence polarization, 1536-well; inhibition, % at 9.4 µM; 340,000 tested, 0.15% active; in the data active = inhibition above about 12%;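 note: human Keap1 Kelch domain with fluorescein labeled Nrf2 9mer peptide probe; 0% = neutral control wells and 100% = peptide positive control; higher means more block of Keap1 binding to Nrf2 peptide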
PKA-R2B activ = activators of PKA-R2B holoenzyme, primary screen, biochemical, fluorescence polarization, Cy5-IP20, human | PKA-R2B holoenzyme dissociation; R2B truncated from residue 108, S112A mutant; 0% DMSO only, 100% 113 µM cGMP | activation, % at 11.4 µM | 340,000 tested, 0.079% active;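 active = activation above a cutoff set at the mean over all compounds plus 3 SD, cut at about 18% in these data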;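 note: higher means more holoenzyme dissociation and a rise in polarization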
Target sequence (P31323 whole entry, looked up, other chains not shown, the tested form may be a part): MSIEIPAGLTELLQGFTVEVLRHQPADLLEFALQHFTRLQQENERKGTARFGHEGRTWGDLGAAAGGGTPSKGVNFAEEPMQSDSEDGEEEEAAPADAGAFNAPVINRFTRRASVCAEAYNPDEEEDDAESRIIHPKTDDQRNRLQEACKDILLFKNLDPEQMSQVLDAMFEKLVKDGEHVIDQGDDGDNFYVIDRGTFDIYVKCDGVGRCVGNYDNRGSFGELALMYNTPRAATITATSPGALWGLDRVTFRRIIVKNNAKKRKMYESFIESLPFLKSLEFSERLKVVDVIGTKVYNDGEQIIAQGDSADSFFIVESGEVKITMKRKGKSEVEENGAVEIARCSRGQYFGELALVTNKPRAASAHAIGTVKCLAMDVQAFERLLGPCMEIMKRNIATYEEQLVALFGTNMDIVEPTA
RTF Ca sens act = cardiac RTF calcium sensitivity activators, primary screen, biochemical, IANBD-TnC fluorescence, EC20 calcium; Troponin I, cardiac muscle (Homo sapiens) + Troponin T, cardiac muscle (Homo sapiens) + …; IANBD-labeled TnC RTF fluorescence at EC20 calcium; 0% EC20 calcium, 100% full calcium; activation, % at 7.2 µM; 340,000 tested, 0.24% active;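 active = activation above the mean over all tested compounds plus 3 SD, cut at about 30% in these data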;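 note: rise in fluorescence read as greater calcium sensitivity of cardiac thin filaments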
LANA DNA inh = inhibitors of KSHV C-LANA binding to DNA, primary screen, biochemical, fluorescence polarization, FAM-LBS DNA, MBP-C-LANA, single point | Kaposi's sarcoma herpesvirus LANA C-terminal domain (residues 932-1162) DNA binding | inhibition, % at 9 µM | 340,000 tested, 0.078% active;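 active = highest replicate inhibition at or above 60% at 9 µM, even if other replicates fall short; inactive = all replicates below 60% inhibition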;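 note: 0% = neutral control wells and 100% = 4 µM acridine orange control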
Cardiac RTF inh = cardiac RTF calcium sensitivity inhibitors, primary screen, biochemical, IANBD-TnC fluorescence, EC70 calcium; inhibition, % at 7.15 µM; 340,000 tested, 0.12% active; IANBD-labeled cardiac RTF, Ca2+ fluorescence; Troponin I, cardiac muscle (Homo sapiens) + Troponin T, cardiac muscle (Homo sapiens) + …; AID 493244, 2011;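 active = inhibition above the mean inhibition of all tested compounds plus 3 SD, cut at about 17% in these data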;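 note: assay run at fixed EC70 calcium of 1.6 mM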
CAL PDZ FP-2 = CAL PDZ peptide-binding inhibitors, primary screen, biochemical, fluorescence polarization, Cer-tagged CAL PDZ, HTS; Golgi-associated PDZ and coiled-coil motif-containing protein (Homo sapiens), Q9HD26; AID 504414, 2011; inhibition, % at 20 µM; 330,000 tested, 0.02% active; purified CAL PDZ, TMR-peptide fluorescence polarization, 1 h;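 active = highest replicate inhibition of at least 40%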;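 note: plate controls were DMSO neutral control wells for no effect and unlabeled competitor peptide control wells for full effect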
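Test system: purified CerCALP PDZ construct; Compound dosing: one concentration, 20 µM compound; Also added: TMR-labelled reporter peptide T*-PRC34 bound in PDZ groove; Read-out: inhibition from polarization loss; Controls: unlabelled peptide and DMSO controls; Signal: FP readout, S and P plane fluorescence; Incubation: 1 h at RT.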
DAGLB inh = DAGLB lipase inhibitors, primary screen, biochemical, fluorescence, HTS. inhibition, % at 5.17 µM. 340,000 tested, 0.059% active. HEK293T DAGLB membrane lysate, EnzChek fluorogenic substrate. AID 504411, 2011. Diacylglycerol lipase-beta (Homo sapiens), Q8NCG7; in the data active = inhibition above about 34%;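 note: 0% = enzyme with vehicle and 100% = wells lacking enzyme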
SR-BI DiI-HDL act = activators of SR-BI mediated DiI-HDL uptake, primary screen, ldlA[mSR-BI] CHO cells, DiI fluorescence. 3 h; 100 = double the neutral-control signal. activation, % at 12.5 µM. 320,000 tested, 0.096% active. AID 504775, 2011;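 active = mean replicate activation of at least 60% and every replicate at or above 60%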;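 note: 0% = median plate neutral-control signal and 100% = twice that signal; values of inactives mirror those of a sister screen read the other way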
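System: LDL receptor-deficient CHO ldlA cells overexpressing murine SR-BI | Timing: 3 h uptake period with compound, 37 °C | Medium: HEPES-buffered (25 mM, pH 7.4) F12 plus 0.5% BSA | Dosing: Single-point compound dose | Signal: Bottom-read fluorescence, 550/595 nm | Read-out: Retained DiI signal reflecting DiI-HDL uptake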
Rtt109 Vps75 = inhibitors of C. albicans Rtt109/Vps75 HAT, primary screen, biochemical, ThioGlo CoA-SH fluorescence, plate reader; Histone acetyltransferase RTT109 (Candida albicans (strain SC5314 / ATCC MYA-2876)), …; purified Rtt109/Vps75, 4 h; inhibition, % at 34.9 µM; 330,000 tested, 0.16% active; AID 540336, 2011;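 active = inhibition of at least 50% in every replicate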
Target sequence (Q5AAJ8 whole entry, looked up): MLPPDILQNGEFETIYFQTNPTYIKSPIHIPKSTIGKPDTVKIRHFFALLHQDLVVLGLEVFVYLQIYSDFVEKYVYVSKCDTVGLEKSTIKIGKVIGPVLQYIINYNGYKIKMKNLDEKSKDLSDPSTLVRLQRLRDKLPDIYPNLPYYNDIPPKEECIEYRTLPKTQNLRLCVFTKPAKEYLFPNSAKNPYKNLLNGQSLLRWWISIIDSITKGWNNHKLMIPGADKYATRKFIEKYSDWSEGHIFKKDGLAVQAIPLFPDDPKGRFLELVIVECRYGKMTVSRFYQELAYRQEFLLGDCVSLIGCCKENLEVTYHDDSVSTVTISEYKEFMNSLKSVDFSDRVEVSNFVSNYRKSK
* marks the source's active call; other numbers are inactive results; x = not tested or not shown.

Every second line gives: CAL PDZ FP-1	Keap1 Nrf2 FP	PKA-R2B activ	RTF Ca sens act	LANA DNA inh	Cardiac RTF inh	CAL PDZ FP-2	DAGLB inh	SR-BI DiI-HDL act	Rtt109 Vps75
C[C@H]1CCC[C@@]2(O[C@@H](CCO)C[C@@H](O)[C@@H]2O)O1
→ -3	-2	-3	2	-0.7	-4	-1.6	-3	15	-10
N#C/C(=C\c1cc(Br)ccc1F)C(=O)NC1CC1
→ -6	0	3	-2	-0.5	-6	-0.6	-1	8	-9
CCc1ccc(C(=O)NNC(=O)c2ccc(=O)n(C)n2)cc1
→ -3	-2	10	1	0.4	-1	-2.1	-1	-2	-4
CCO[C@@H]1OC(C(=O)NCc2ccccc2)=C[C@H](c2ccc(C(F)(F)F)cc2)[C@H]1CCCO
→ -1	0	-6	-10	0.5	8	-0.6	-3	-5	10
COc1cc(C(=O)NC(C(=O)Nc2cccc(C(C)=O)c2)C(C)C)cc(OC)c1OC (centres undefined)
→ 1	0	5	2	-1.1	4	-0.9	-2	-17	-2
O=S(=O)(c1ccc(S(=O)(=O)N2CCN(C/C=C/c3ccccc3)CC2)cc1)N1CCCC1
→ -3	1	-8	-8	-0.7	-7	-1.5	1	-13	-5
CN(NC1CC(=O)N(c2ccccc2)C1=O)c1ccccc1 (centres undefined)
→ -1	-8	-6	3	0.6	-47	0.4	1	31	-4
CCCCOC(=O)c1ccc(NC(C)=O)cc1
→ 0	0	8	0	0.6	-6	-0.2	0	15	-6
CCC1Oc2ccccc2N(CC(=O)NCCCN2CCCCC2C)C1=O (centres undefined)
→ -2	-3	3	3	0.7	-21	1.3	5	30	1
O=P(c1ccccc1)(c1ccccc1)c1nc(-c2ccccc2)oc1NCc1ccccc1
→ -3	-1	1	-2	0.1	5	-0.1	0	-7	16
O=C(CSc1n[nH]c(=O)[nH]c1=O)NC1CCCCC1
→ -3	-1	-12	-1	-0.3	5	0.0	-3	-12	1
Cc1csc(=O)n1CC(=O)Nc1ccc(Cl)c(Cl)c1
→ 5	-1	13	-1	-0.4	2	-0.9	1	-25	-2
CCN(CC)CCN1C(=O)C2C(C(=O)Nc3ccc(Br)cc3)C3C=CC2(O3)C1C(=O)NC1CCCCC1 (centres undefined)
→ -3	-1	-2	-8	-1.0	3	0.2	-1	x	-2
CC(=O)Nc1cc([N+](=O)[O-])ccc1OCc1ccccc1
→ 2	-5	-6	0	0.4	4	-0.4	0	2	4
COc1ccc(CS(=O)(=O)CC2(O)CCN(C(=O)c3cccc(C(F)(F)F)c3)CC2)cc1
→ 3	-2	-11	4	0.1	-7	-0.4	-1	5	5

(continued)
Every second line gives: CAL PDZ FP-1	Keap1 Nrf2 FP	PKA-R2B activ	RTF Ca sens act	LANA DNA inh	Cardiac RTF inh	CAL PDZ FP-2	DAGLB inh	SR-BI DiI-HDL act	Rtt109 Vps75
CCCCOc1ccc(C(C)(O)CCN2CCOCC2)cc1 (centres undefined)
→ -1	-3	-8	-2	-0.4	-5	-0.6	-8	-1	8
Cc1cc(C)cc(C(=O)OCC(=O)NCC(F)(F)F)c1
→ -4	-3	5	11	-0.8	6	-1.6	0	-10	15
COC(=O)c1[nH]c2ccc(C)cc2c1NC(=O)Oc1ccccc1
→ 7	-2	-4	-2	2.6	-13	-0.5	1	-6	4
O=S(=O)(NC1CCCC1)c1ccccc1Br
→ -4	-5	-12	5	0.8	-7	0.6	0	2	2
Cc1cccc(CSCCNC(=O)CN2C(=O)c3ccccc3S2(=O)=O)c1
→ -3	-1	-4	-6	0.1	-15	-0.9	0	x	-9
O=C(Cc1ccc(S(=O)(=O)N2CCOCC2)s1)NNC(=O)c1ccccc1Cl
→ -1	-2	-2	1	0.0	-9	-0.1	-3	10	13
CC(OC(=O)c1ccc(O)cc1)C(=O)Nc1ccc(Oc2ccccc2)cc1 (centres undefined)
→ -3	-1	-9	-5	-0.3	-4	0.7	-3	-23	0
CCOc1cccc(/C=C/C(=O)O)c1
→ -1	-1	0	1	-0.4	-12	11	2	21	5
COC(=O)c1c(C#N)c(N)nc2c1CCCC2
→ 0	-1	5	-5	-1.3	-3	-0.2	-2	x	-8
O=[N+]([O-])/C=C1\C=CC=CN1Cc1ccc(Cl)cc1
→ -3	0	-2	8	1.4	-5	-1.2	0	19	4
CCOCCCNC(=O)Cn1ncc2c(=O)oc3ccccc3c21
→ -5	-1	-2	4	1.0	-4	-1.4	1	13	-13
COc1ccc2c(c1)O[C@@H](c1cccc(C(F)(F)F)c1)[C@H](O)C2=O
→ -3	-3	-21	-1	-1.6	6	1.0	-7	-6	3
Cc1ncoc1C(=O)NCCC(c1ccccc1)c1ccccc1
→ 57*	-2	-5	1	-0.1	2	-2.1	0	-8	3
COc1cc(/C=N/NS(=O)(=O)c2ccccc2)c(OC)c(OC)c1
→ -9	-1	-6	10	-0.3	-10	-0.7	-1	18	11
COC(=O)c1cc(NC(=O)C23CCC(C)(C(=O)O2)C3(C)C)cc(C(=O)OC)c1 (centres undefined)
→ -1	4	2	1	-0.2	-5	-1.1	-3	-21	-4

Shown with bars between the fields: part of the list above
Structure | CAL PDZ FP-1 | Keap1 Nrf2 FP | PKA-R2B activ | RTF Ca sens act | LANA DNA inh | Cardiac RTF inh | CAL PDZ FP-2 | DAGLB inh | SR-BI DiI-HDL act | Rtt109 Vps75
CC(OC(=O)c1ccc(O)cc1)C(=O)Nc1ccc(Oc2ccccc2)cc1 (centres undefined) | -3 | -1 | -9 | -5 | -0.3 | -4 | 0.7 | -3 | -23 | 0
O=[N+]([O-])/C=C1\C=CC=CN1Cc1ccc(Cl)cc1 | -3 | 0 | -2 | 8 | 1.4 | -5 | -1.2 | 0 | 19 | 4
Cc1ncoc1C(=O)NCCC(c1ccccc1)c1ccccc1 | 57* | -2 | -5 | 1 | -0.1 | 2 | -2.1 | 0 | -8 | 3
COc1ccc2c(c1)O[C@@H](c1cccc(C(F)(F)F)c1)[C@H](O)C2=O | -3 | -3 | -21 | -1 | -1.6 | 6 | 1.0 | -7 | -6 | 3
Cc1cccc(CSCCNC(=O)CN2C(=O)c3ccccc3S2(=O)=O)c1 | -3 | -1 | -4 | -6 | 0.1 | -15 | -0.9 | 0 | x | -9
CCCCOc1ccc(C(C)(O)CCN2CCOCC2)cc1 (centres undefined) | -1 | -3 | -8 | -2 | -0.4 | -5 | -0.6 | -8 | -1 | 8
COC(=O)c1cc(NC(=O)C23CCC(C)(C(=O)O2)C3(C)C)cc(C(=O)OC)c1 (centres undefined) | -1 | 4 | 2 | 1 | -0.2 | -5 | -1.1 | -3 | -21 | -4

(further entries)
Every second line gives: CAL PDZ FP-1	Keap1 Nrf2 FP	PKA-R2B activ	RTF Ca sens act	LANA DNA inh	Cardiac RTF inh	CAL PDZ FP-2	DAGLB inh	SR-BI DiI-HDL act	Rtt109 Vps75
CCOc1ccc(NC(=S)N2CCC(NC(=O)c3ccccc3)CC2)cc1
→ -2	-5	-6	-5	-0.5	-6	-1.6	0	-4	-7
Cc1c(C(=O)N2CCOCC2)oc2c1C(=O)CC(C)(C)C2
→ x	5	0	-11	-1.2	-1	-1.3	-2	-3	5
COc1ccc(-c2cc(C(=O)Nc3cc(C)on3)no2)cc1
→ -4	2	-7	3	-0.8	6	-0.3	-3	-1	0
O=C(Nc1ccc2[nH]ncc2c1)c1cccc(F)c1
→ -2	2	-2	-8	1.4	1	-0.8	-1	-3	-2
O=C(CNCc1cccs1)NC12CC3CC(CC(C3)C1)C2
→ -1	2	-2	-1	-1.7	-5	-0.1	-4	12	4
CCC(c1nnnn1Cc1ccco1)N(Cc1cc2cc(OC)ccc2[nH]c1=O)C1CCCCC1 (centres undefined)
→ -2	-10	-19	-2	-2.1	-3	-1.2	6	7	0
CC1CCCC(NC(=O)COC(=O)c2sc3ccccc3c2Cl)C1C (centres undefined)
→ -5	-5	8	2	-0.3	-3	-0.9	-2	0	-10
Cc1ccc(C)c(CN2CCCN(Cc3cc(C)ccc3C)S2(=O)=O)c1
→ -3	-4	2	-4	2.6	-8	-0.5	-11	8	0
COc1ccc(S(=O)(=O)N2CCOCC2)cc1C(=O)Nc1ccc2c(c1)OCO2
→ -2	4	-6	-2	0.4	-1	-1.9	0	-11	-10
CC(NC(=O)CNC(=O)C1O[C@@H]2OC(C)(C)O[C@@H]2[C@H]2OC(C)(C)O[C@@H]12)C(=O)O (some centres undefined)
→ 5	-3	1	1	-0.9	10	-0.1	-2	33	16
Cc1cc2c(=O)n(Cc3ccco3)c(SCC(=O)c3ccc(Cl)s3)nc2s1
→ -11	3	5	10	0.1	-8	x	-3	-18	8
Cc1ccc(C2C=NN(c3ccccc3)C2=O)cc1 (centres undefined)
→ x	-3	-6	-2	1.3	2	0.6	-1	14	14
